# Compound activity (PubChem)
# Yeast growth inh – chemicals that inhibit yeast BB579 growth in restrictive medium (lifespan-shortening candidates) | inhibition, % at 10 µM | S. cerevisiae BB579 growth, OD615, 48 h | AID 804 | 140,000 compounds, 0.51% hits;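 active = inhibition above a set limit, 3 SD over the mean compound inhibition, cut at about 44% in these data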; also: inactives centre near -24
#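 Assay system – yeast BB579 (DeaD) · Dosing – single compound dose of 10 µM, 0.25% DMSO final · Detection – OD615 turbidity measurement · Buffer or medium – CSMM-D restrictive synthetic medium containing dextrose (glucose) · Benchmarks – positive control amphotericin B 10 µg/mL · Incubation – 48 h exposure, 30 °C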
# GALR2 blocker – antagonists of human galanin receptor 2 (GALR2) | O43603 | GALR2-expressing cells, antagonist mode | inhibition, % at 4 µM | 140,000 compounds, 0.39% hits | AID 828; in the data active = inhibition above about 27%;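 also: cells stimulated with galanin 1-16 at roughly its EC80; 0% = agonist challenge control and 100% = basal control without agonist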
# Target sequence (O43603 whole entry, looked up): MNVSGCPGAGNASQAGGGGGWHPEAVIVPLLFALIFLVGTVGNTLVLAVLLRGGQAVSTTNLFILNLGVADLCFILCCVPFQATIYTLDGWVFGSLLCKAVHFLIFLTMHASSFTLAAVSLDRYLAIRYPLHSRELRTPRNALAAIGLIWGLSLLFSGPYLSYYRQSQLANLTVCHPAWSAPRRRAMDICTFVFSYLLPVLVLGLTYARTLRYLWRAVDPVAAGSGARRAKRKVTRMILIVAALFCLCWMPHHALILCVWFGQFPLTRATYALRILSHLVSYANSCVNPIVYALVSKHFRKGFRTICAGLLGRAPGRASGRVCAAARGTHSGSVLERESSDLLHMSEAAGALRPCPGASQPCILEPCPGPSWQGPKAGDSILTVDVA
# E-sel TNF inh – TNF alpha driven E-selectin expression inhibition. HUVEC TNFa-induced E-selectin immunofluorescence, high content. inhibition, % at 2 µM. 120,000 compounds, 0.71% hits;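 active = inhibition above the batch mean plus 3 SD, and confirmed as a hit on visual image review, cut at about 43% in these data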;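 also: 0% = TNF-stimulated DMSO wells and 100% = unstimulated control wells; not every result past the cut was called active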
# Measles CPE – protection of cells from measles virus | protection (pct of control), % at 4 µM | Measles virus-infected cells, CPE protection, absorbance | 140,000 compounds, 1.5% hits | AID 841; in the data active = protection mostly above about 24%, no sharp cut-off; inactive = mostly below about 26%; also: some compounds called inactive have numbers as strong as hits
# MRP-1 activ – MRP-1 activation; H69AR cells + doxorubicin, viability rescue, CellTiter-Glo; viability increase, % at 10 µM; 140,000 compounds, 0.61% hits;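 active = viability gain under doxorubicin at or above a set limit, the compound median plus 3 SD, cut at about 4.7% in these data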;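 also: MRP-1 overexpressing cells given doxorubicin 25 µM after compound pretreatment; 18-22 h compound pretreatment then 72 h with doxorubicin before readout; 0% = doxorubicin-only wells and 100% = vehicle-treated cells without doxorubicin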
# Phagocytosis inh – blocks phagocytosis by macrophages; inhibition, % at 5 µM; AID 1029; 110,000 compounds, 0.07% hits; J774A.1 macrophage IgG-bead phagocytosis, imaging;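 active = inhibition above the mean of the plate negative controls plus 5 SD, cut at about 13% in these data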;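 also: phagocytic index as fraction of beads internalized from green versus red external bead signal; plate controls were DMSO negative control for no effect and cytochalasin-D positive control for full effect; some results beyond the cut were filed as inactive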
# HCT116 PTEN-null – growth suppressors of cells with PTEN tumor suppressor deletion; viability, % at 10 µM; AID 827; HCT116 PTEN-null viability, CellTiter-Glo, 60 h; stronger effect = lower value; 140,000 compounds, 1.2% hits;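 active = viability at or below a set limit, 4 SD under the median of all tested compounds, cut at about 3.7% in these data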;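 also: PTEN knockout HCT116 line with beta catenin targeted HCT116 as companion control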
# bCat KO growth – beta-catenin-lacking colon tumor cell growth suppression. HCT116 beta-catenin knockout viability, CellTiter-Glo, 60 h; stronger effect = lower value. 140,000 compounds, 1.5% hits. viability, % at 10 µM;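 active = viability at or under a set limit, the compound median less 4 SD, cut at about 6% in these data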;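 also: 0% = Hyamine 1622 control at 20 µM and 100% = untreated cell control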
# NPY Y2 blocker – NPY-Y2 (human) receptor antagonism. P49146. NPY-Y2 expressing cells, antagonist mode. inhibition, % at 2.7 µM. 140,000 compounds, 0.99% hits. AID 793; in the data active = inhibition above about 17%;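 also: 0% = vehicle with agonist challenge and 100% = reference antagonist with challenge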
# Target sequence (P49146 whole entry, looked up): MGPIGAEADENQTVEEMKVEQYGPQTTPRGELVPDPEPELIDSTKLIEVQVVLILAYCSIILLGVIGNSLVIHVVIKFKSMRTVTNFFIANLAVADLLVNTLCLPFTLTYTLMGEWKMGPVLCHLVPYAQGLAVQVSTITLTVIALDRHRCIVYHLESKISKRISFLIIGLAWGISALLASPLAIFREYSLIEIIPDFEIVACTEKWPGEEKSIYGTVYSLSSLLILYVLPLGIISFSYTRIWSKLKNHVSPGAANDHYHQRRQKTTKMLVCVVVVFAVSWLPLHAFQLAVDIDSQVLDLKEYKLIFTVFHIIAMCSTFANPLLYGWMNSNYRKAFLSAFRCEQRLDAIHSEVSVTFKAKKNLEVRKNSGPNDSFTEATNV
# Yeast life ext – extends the lifespan of yeast | S. cerevisiae growth with nicotinamide, OD615; deaD strain in restrictive glucose medium | inhibition of the nicotinamide effect, % at 10 µM | 130,000 compounds, 0.68% hits | AID 775;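 active = inhibition above a set limit, placed 3 SD over the median of all compounds, cut at about 26% in these data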;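 also: 0% = nicotinamide-treated wells and 100% = cells grown without nicotinamide; some compounds called inactive have numbers as strong as hits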
#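 System: DeaD-strain S. cerevisiae / Buffer or medium: CSMM-D, restrictive glucose (dextrose) synthetic minimal medium / Probe or stimulus: nicotinamide, 1.5 mM, co-present with compound / Compound: one concentration, 10 µM, DMSO 0.25% / Incubation: 48 h compound exposure at 30 °C, humidified / Technique: optical density (absorbance) at 615 nm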
# The depositor's hits bear a star; nt = no result given. Rows are unselected; overall some 6.1% were active at least once.
SMILES,Yeast growth inh,GALR2 blocker,E-sel TNF inh,Measles CPE,MRP-1 activ,Phagocytosis inh,HCT116 PTEN-null,bCat KO growth,NPY Y2 blocker,Yeast life ext
Cc1cccc(-n2ccnc2SCC(=O)Nc2nnc(C)s2)c1,-12,1,10,11,-4.3,1,72,81,2,-4
O=C(C1CC1)N1CCc2cc(Br)cc(S(=O)(=O)NC3CCCCC3)c21,-9,15,35,21,0.1,0,84,92,3,-12
CN1CCC2(CC1)N=C(c1ccc(F)cc1)C(=S)N2C(=O)c1ccccc1,-12,-16,-2,10,-1.8,3,99,90,1,2
CCCCn1c(CCC(=O)O)ccc1-c1cccs1,-13,4,nt,0,-2.2,0,81,88,6,-6
CN(CC(=O)O)Cc1nc2ccccc2[nH]1,-23,0,nt,2,-3.2,-1,84,87,5,-1
C=CCn1c(SCC(=O)Nc2c(C)n(C)n(-c3ccccc3)c2=O)nc2sc(C)c(C)c2c1=O,-34,4,-26,17,-0.8,-1,89,88,0,-7
CCCCN1C(=O)C2C(C(=O)Nc3cccc(OC)c3)C3C=CC2(O3)C1C(=O)NC1CCCCC1C (stereo unspecified),-27,9,-19,6,-3.1,nt,85,94,1,-4
CCOCCCNCc1ccc(OC)c(OC)c1,20,11,13,15,-2.4,2,91,99,1,-3
C=CCN1CC(c2nc3ccccc3n2Cc2cccc3ccccc23)CC1=O (stereo unspecified),-19,2,16,19,-4.2,nt,64,74,8,-16
O=C(CCNS(=O)(=O)c1ccc(Br)s1)N1CCN(c2ccccc2)CC1,-46,0,nt,11,-1.4,nt,96,90,2,4
O=[N+]([O-])c1ccc(-c2cc(-c3ccc(Cl)cc3)n[nH]2)cc1,-83,-8,-55,2,-1.1,1,60,66,0,-12
CCN(CC)CCNC(=O)CCCCCn1c(=O)[nH]c2cc(C(=O)OC)ccc2c1=O,-39,-2,13,9,-0.3,0,90,86,-1,-11
COc1ccc(NC(=O)CCCn2c(=O)[nH]c3ccccc3c2=O)cc1,-11,0,17,17,-2.5,0,101,108,1,-24
O=C(CN1CCN(C(=O)c2ccco2)CC1)Nc1c2c(nc3c1CCC3)CCCC2,-8,-2,9,12,-4.7,-2,103,97,2,8
CN(CCc1ccccn1)C(=O)c1nn2c(C(F)(F)F)cc(-c3ccco3)nc2c1Cl,-15,-15,1,8,-3.6,1,88,94,2,-9
COc1cc(/C=C/C(=O)NCc2cccnc2)cc(OC)c1OC,-5,12,-13,0,-0.6,nt,97,94,-1,-1
NCCCCCc1nnc(SCC(=O)c2ccc(Cl)cc2)o1,-38,-2,55,nt,-1.1,0,112,93,1,-7
COc1cc(C(=O)Nc2ccc3c(c2)OCCO3)ccc1OC(C)C,-11,-7,-3,12,0.2,1,91,94,-1,-19
COc1ccccc1C(=O)NNC(=O)c1ccccc1F,-20,8,nt,10,-1.9,-9,92,92,1,-7
CCN(CC)c1ccc(/C=N/NC(=O)Cc2cccs2)c(O)c1,-54,14,-1,6,0.5,0,6,5.2*,1,6
COc1cccc(NC(=O)c2cc([N+](=O)[O-])ccc2NCc2cccnc2)c1,-32,-13,nt,6,-1.9,nt,83,79,-2,2
O=C(NS(=O)(=O)c1ccccc1)c1ccccc1O,-26,1,-2,2,-0.9,0,101,89,1,-9
CCCCNC(=O)Nc1c(C(=O)OCC)[nH]c2ccccc12,-52,6,-9,10,-1.4,1,81,70,0,-9
CCOC(=O)N1CCC(NC(=O)c2cc(S(=O)(=O)N(CC)CC)ccc2F)CC1,-56,-1,50,12,-1.6,0,96,88,3,-3
CSc1ncccc1C(=O)OCC(=O)N(CC(C)C)C1CCS(=O)(=O)C1 (stereo unspecified),-62,6,14,10,-0.1,0,102,111,3,-6
CCOc1cc(/C=C/c2cc(C(=O)O)c3ccccc3n2)ccc1O,-17,0,nt,9,-0.7,-14,100,100,1,-4
CCc1cc2c(=O)c(-c3nc4ccccc4n3C)c(C)oc2c(CN2CCOCC2)c1O,-11,-9,3,15,-0.8,-1,84,90,1,-6
CCCNC(=O)c1ccc2snnc2c1,2,1,-6,8,-1.4,nt,92,85,1,nt
O=C(Nn1cnnc1)c1cc([N+](=O)[O-])cc([N+](=O)[O-])c1,-21,-1,nt,47,1.9,-10,95,89,2,3
O=C(Nc1ccc2nc(-c3ccco3)c(-c3ccco3)nc2c1)NC1CC1,-62,7,-10,18,-3.4,nt,86,95,3,nt

# Ordered by value in Yeast growth inh (high to low): five from the list above
canonical_smiles | Yeast growth inh
CCCNC(=O)c1ccc2snnc2c1 | 2
COc1cc(/C=C/C(=O)NCc2cccnc2)cc(OC)c1OC | -5
COc1cccc(NC(=O)c2cc([N+](=O)[O-])ccc2NCc2cccnc2)c1 | -32
CCN(CC)c1ccc(/C=N/NC(=O)Cc2cccs2)c(O)c1 | -54
CCOC(=O)N1CCC(NC(=O)c2cc(S(=O)(=O)N(CC)CC)ccc2F)CC1 | -56

# Profiles as entered above:
# `O=C(Nn1cnnc1)c1cc([N+](=O)[O-])cc([N+](=O)[O-])c1` as listed: Yeast growth inh: -21; GALR2 blocker: -1; E-sel TNF inh: nt; Measles CPE: 47; MRP-1 activ: 1.9; Phagocytosis inh: -10; HCT116 PTEN-null: 95; bCat KO growth: 89; NPY Y2 blocker: 2; Yeast life ext: 3
# `COc1cc(C(=O)Nc2ccc3c(c2)OCCO3)ccc1OC(C)C` as listed: Yeast growth inh: -11; GALR2 blocker: -7; E-sel TNF inh: -3; Measles CPE: 12; MRP-1 activ: 0.2; Phagocytosis inh: 1; HCT116 PTEN-null: 91; bCat KO growth: 94; NPY Y2 blocker: -1; Yeast life ext: -19

# Further structures
SMILES,Yeast growth inh,GALR2 blocker,E-sel TNF inh,Measles CPE,MRP-1 activ,Phagocytosis inh,HCT116 PTEN-null,bCat KO growth,NPY Y2 blocker,Yeast life ext
O=C(CCCN1C(=O)C2C3C=CC(C3)C2C1=O)N1CCN(c2ccccc2)CC1 (stereo unspecified),-46,-6,6,16,-3.1,nt,86,42,0,-20
COc1ccc(NC(=O)CSc2ccc(C)cc2)cc1,1,0,14,21,-3.2,nt,91,103,3,nt
Cc1nc(CS(=O)(=O)c2ccc(Cl)cc2)cc(Sc2ccc(Cl)cc2)n1,-81,-7,13,7,-1.0,-1,75,63,14,2
CCc1ccccc1NC(=O)c1cc(C2CC2)on1,-43,nt,nt,12,-1.0,0,102,93,nt,-11
CCCCC(=O)Nc1cc(C(=O)NCCc2ccccc2)ccc1Cl,-13,6,-41,37,-1.2,nt,79,75,1,-7
c1ccc(-c2noc(-c3ccc4c(c3)OCO4)n2)nc1,-35,13,-34,6,-4.8,1,12,11,-1,-8
CC(C)C(NC(=O)C1CCCCC1)C(=O)Nc1ccncc1 (stereo unspecified),-17,-3,0,5,-1.0,0,91,96,0,2
CC(NC(=O)CSc1nc2ccccc2c(=O)n1CCCO)c1ccccc1 (stereo unspecified),-42,1,17,16,-1.3,0,92,96,5,-6
COc1ccc(CCNC(=O)Cc2cccs2)cc1,-48,-1,nt,6,1.1,-2,96,85,1,-1
COc1ccc(CC(=O)N(Cc2cc3cc(OC)ccc3[nH]c2=O)C(C)C)cc1,-26,-8,nt,10,-1.4,-1,83,88,0,-12
NNc1nnc(-c2ccccc2)c(-c2ccccc2)n1,-28,-6,7,8,-0.6,nt,68,83,4,-17
Cn1c2ccccc2c2cnn(CC(=O)O)c(=O)c21,9,6,nt,6,-3.1,2,92,101,12,-15
O=C(Nc1ccccc1)c1cnc[nH]1,-12,-3,5,17,-0.7,0,89,97,0,-14
CCOc1ccc(N(CC(=O)NC2CCCCC2)S(=O)(=O)c2c(C)noc2C)cc1,-3,0,nt,9,-3.0,nt,84,90,3,0
O=C(C1CCCO1)N1CCN(Cc2c(O)ccc3ccccc23)CC1 (stereo unspecified),-18,-12,5,9,-3.7,-1,83,91,1,-20
CCCc1nnc(NC(=O)CNc2ccc(F)cc2)s1,-21,-4,nt,14,-0.1,0,117,94,-1,-10
O=C(Nc1ccc(S(=O)(=O)N2CCOCC2)cc1)c1ccc(Br)o1,-8,1,-37,5,-1.1,-1,96,94,2,-14
Cc1cc(NC(=O)CCCC(=O)N(CC(=O)NCCc2ccccc2)Cc2ccc(F)cc2)no1,-30,12,2,2,-2.8,-1,91,94,6,-5
O=C(NCCc1ccccc1)c1cnc2ccccn2c1=O,-5,6,44,14,-0.7,nt,95,102,1,-24
CCCOc1ccccc1NC(=O)CC1Nc2ccccc2NC1=O (stereo unspecified),-40,7,-25,3,-2.4,nt,83,83,2,nt
COc1ccc(/C=N/NC(=O)c2cccc(COCC(F)(F)C(F)F)c2)cc1,-39,0,nt,9,-0.9,-4,80,91,2,-2
O=C(NCC(=O)N(Cc1cccs1)C(C(=O)NC1CCCC1)c1cccnc1)c1ccco1 (stereo unspecified),-9,-2,21,7,-3.9,nt,103,101,3,nt
CCOC(=S)SCC(=O)N1CCc2ccccc2C1C1C(=O)CC(C)(C)CC1=O (stereo unspecified),-28,-5,14,6,-1.0,-4,93,84,2,37*
CCCCc1nn(-c2cc(Cl)ccc2OC)c2c1C(=O)CC(C)(C)C2,11,-9,-1,1,-0.7,nt,77,74,5,-7
CCC(=O)Nc1nnc(SCCN2CCOCC2)s1,-19,6,-15,10,0.4,-6,95,100,-1,6
COc1cc(C)c(-c2[nH]ncc2-c2csc(C)n2)c(O)c1,-11,-5,nt,4,-0.7,-10,86,86,4,-2
CC1CCCCC1NC(=O)C1CC=CCC1C(=O)O (stereo unspecified),-23,8,-16,6,-0.5,-2,96,85,3,7
CCC(=O)N1CCCc2cc(S(=O)(=O)N3CCCc4ccccc43)ccc21,-60,17,-3,4,-1.9,2,71,36,1,2
COc1cc2c(cc1OC)C(C1C(=O)CC(C)(C)CC1=O)N(C(=O)CCl)CC2 (stereo unspecified),-41,-9,nt,12,-0.9,nt,102,101,4,-1
Cc1cccc(OCCOCCN2CCNCC2)c1C,10,5,nt,9,-1.7,-2,75,72,3,0
CCOC(=O)c1c(C)[nH]c(C2=NNC(=Nc3ccccc3)SC2)c1C,-14,0,-40,18,-4.7,-5,32,50,-1,-4
